# Source: PubChem
# TIM10 inh = TIM10 yeast growth inhibition | S. cerevisiae TIM10 strain growth, BacTiter-Glo luminescence, 24 h | inhibition, % at 10 µM | actives 1.4% (n = 330,000) | AID 463195;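 active = inhibition of 40% or more at the single tested concentration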;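 note: wild-type TIM10 isogenic control strain grown at permissive 25 °C; 0% = DMSO yeast wells and 100% = minimal medium wells without yeast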
# Mdm2 MdmX PPI = human Mdm2/MdmX binding inhibition. O15151+Q00987. SaOS-2 split-luciferase Mdm2/MdmX complementation, luminescence. inhibition, % at 8 µM. actives 3% (n = 330,000). AID 485346;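 active = inhibition of at least 50% at 8 µM in the primary screen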
# UPR CHOP act = apoptotic UPR (CHOP) activation. actives 0.34% (n = 330,000). AID 449763. CHO-CHOP luciferase reporter, luminescence; percent of tunicamycin response over DMSO baseline. activation, % at 10 µM;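 active = at 10 µM dose, activation of 40% or more, normalized to positive control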;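 note: 100% = tunicamycin at 10 µg/mL and 0% = DMSO alone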
#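 Assay system: CHO-CHOP cells, stable luciferase reporter of PERK-eIF2a-CHOP signalling / Buffer or medium: F12 plus 10% serum / Compound dosing: one dose, 10 µM in 0.5% DMSO / Times: 6 h compound treatment, 37 °C / Technique: luciferase luminescence / Read-out: % reporter activation, DMSO baseline versus tunicamycin full activation / Benchmarks: tunicamycin and DMSO controls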
# NALP3 yeast inh = inhibitors of NALP3 inflammasome in yeast | inhibition, % at 10 µM | Yeast reconstituted NLRP3/ASC/caspase-1, beta-gal luminescence, 24 h | actives 0.39% (n = 330,000);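 active = inhibition of 50% or more; inactive = inhibition below 50%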;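 note: plate controls were induced DMSO wells for no effect and uninduced yeast grown without galactose for full effect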
# tim23-1 inh = inhibits growth of tim23-1 mutant yeast. actives 1.3% (n = 330,000). AID 463212. inhibition, % at 20 µM. S. cerevisiae tim23-1 growth, BacTiter-Glo luminescence, 24 h;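 active = growth inhibition of the mutant yeast at or above 50%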;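 note: temperature-sensitive mutant grown at 25 °C; plate controls were DMSO-treated mutant yeast for no effect and medium wells lacking yeast for full effect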
# tim10-1 inh = inhibits growth of tim10-1 mutant yeast; S. cerevisiae tim10-1 ts strain growth, BacTiter-Glo, 24 h; inhibition, % at 20 µM; actives 2.2% (n = 330,000);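 active = inhibition of at least 40%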;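 note: mutant grown at 25 °C; 0% = DMSO wells with yeast and 100% = wells holding no yeast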
# APJ agonist = agonists of human APJ apelin receptor; P35414; CHO-K1 APJ PathHunter beta-arrestin, luminescence; 0% DMSO wells, 100% apelin; activation, % at 20 µM; actives 0.11% (n = 330,000);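 active = activation more than six SD over the plate average, tested at 20 µM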;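 note: 0% = DMSO alone and 100% = apelin-13 at 10 nM; some results filed as inactive read as strong as hits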
# Target sequence (P35414 whole entry, looked up): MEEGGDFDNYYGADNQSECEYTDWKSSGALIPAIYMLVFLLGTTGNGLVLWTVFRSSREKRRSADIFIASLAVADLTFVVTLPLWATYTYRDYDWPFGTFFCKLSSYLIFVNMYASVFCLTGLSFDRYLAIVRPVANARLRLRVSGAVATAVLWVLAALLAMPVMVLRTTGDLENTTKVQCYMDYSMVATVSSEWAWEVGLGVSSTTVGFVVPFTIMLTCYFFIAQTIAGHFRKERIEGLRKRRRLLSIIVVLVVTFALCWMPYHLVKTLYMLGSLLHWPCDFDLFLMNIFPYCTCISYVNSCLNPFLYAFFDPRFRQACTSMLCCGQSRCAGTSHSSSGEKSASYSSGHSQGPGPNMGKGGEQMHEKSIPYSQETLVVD
#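 Test system: CHO-K1 APJ beta-arrestin complementation cell line. Amount: cell density 1000 per well. Controls: DMSO negative, 10 nM Apelin-13 positive. Signal: luminescent beta-gal fragment complementation, chemiluminescent substrate. Read-out basis: agonist-driven arrestin binding to APJ. Timing: compound stimulation 90 min at 25 °C, detection 60 min.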
# UPR XBP1 act = adaptive UPR (XBP1) activation | CHO-XBP1 luciferase reporter, IRE1-XBP1 UPR activation, luminescence; percent of tunicamycin response, DMSO as zero | activation, % at 20 µM | actives 0.33% (n = 330,000) | AID 463104;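 active = versus positive control, 20 µM dose yields 30% or more activation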;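 note: 100% = tunicamycin at 10 µg/mL and 0% = DMSO only wells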
#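 Material: CHO-XBP1 cells stably carrying IRE1-XBP1-driven luciferase reporter | Medium: F12 with 10% serum | Compound dosing: 20 µM single concentration, DMSO 1% | Incubation: Overnight seeding at 37 °C, 6 h compound treatment at 37 °C | Detection: Steady-Glo luminescence read | Read-out basis: % activation of reporter signal versus tunicamycin and DMSO controls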
# GRIN3A LBD mod = modulates the human NR3A ligand-binding domain; AID 1259313; actives 2.5% (n = 340,000); Tm shift relative to glycine control, % at 25 µM; NR3A LBD differential scanning fluorimetry, Tm shift; 0% = protein alone, 100% = glycine-bound protein;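 active = melting temperature shift of at least 10% of the positive control shift, at one fixed dose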
# * = called active by the depositor.
SMILES,TIM10 inh,Mdm2 MdmX PPI,UPR CHOP act,NALP3 yeast inh,tim23-1 inh,tim10-1 inh,APJ agonist,UPR XBP1 act,GRIN3A LBD mod
Cc1cccc(CN2CCN(CC(=O)N3CCCC3)C2=O)c1,-4,18,-3.3,2,9,9,6,0,1
Cc1ccc(S(=O)(=O)NCC2CCC(C(=O)NCc3ccc4c(c3)OCO4)CC2)cc1 (stereo not drawn),-10,8,0.3,1,7,-11,1,-3,15*
COc1ccc(-c2nnc(SC(C)C(=O)NCc3ccc4c(c3)OCO4)n2Cc2ccco2)cc1 (stereo not drawn),17,17,0.9,5,27,25,-3,-10,-1
CCN(CC(O)CON=C1c2ccccc2-c2ccccc21)S(=O)(=O)c1ccc(C)cc1 (stereo not drawn),11,22,0.3,1,17,-1,-3,3,-1
Cc1cn(Cc2ccccc2Cn2cc(C)c(=O)[nH]c2=O)c(=O)[nH]c1=O,2,16,0.4,15,4,0,-2,0,-1
COc1cc(C)ccc1OCCOCCOc1ccccc1[N+](=O)[O-],17,3,0.6,19,24,21,-1,0,1
CCCc1cc(C(=O)Nc2c(C)n(C)n(-c3ccccc3)c2=O)no1,1,12,7.6,13,-9,-3,-2,-3,0
C=CC[n+]1c(-c2ccccc2)csc1NC(C)(C)C,3,1,-0.2,21,0,-2,-4,-3,0
Cc1cc(/C=N/O)c(C)n1-c1cccc(Cl)c1,25,-3,2.3,15,8,16,2,6,-2
O=C(O)c1cccc(Cn2c(Cl)c(/C=N/NC(=O)c3cccc(O)c3)sc2=O)c1,-2,-2,-0.2,9,16,-8,-3,-1,0
CCNC(=S)NC1CC2CCCC(C1)N2Cc1ccc(C)cc1 (stereo not drawn),1,5,-1.3,8,-2,3,-2,-2,0
O=C(Nc1cccc(F)c1)NC1CC2CCCC(C1)N2C1CC1 (stereo not drawn),5,18,0.2,12,4,10,-5,-1,-1
Cc1cc(C(=O)CSc2n[nH]c(N)n2)c(C)n1-c1cc(F)ccc1F,0,-41,3.7,-9,13,12,-1,2,-3
Cn1c(SCc2n[nH]c(=S)n2-c2ccccc2)nnc1-c1ccccc1,1,-11,0.0,7,5,26,1,-2,-1
O=C(COc1ccc2ccccc2c1)NC1CC1,10,-38,2.7,17,-2,15,3,1,1
Cn1c(=O)[nH]c(=O)c2c1nc(Br)n2Cc1cccc(Br)c1,-7,18,2.2,11,8,2,-2,0,0
CCOC(=O)C1CC(C)=C(C)CC1C(=O)O (stereo not drawn),11,-16,0.3,20,15,18,-7,1,4
CSc1nnc(-c2sc3cc(C(F)(F)F)cnc3c2-c2ccccn2)n1C,11,15,-0.3,9,25,20,-1,-3,-3
CCc1ccc(N2CC(C(=O)N/N=C/c3cc([N+](=O)[O-])ccc3O)CC2=O)cc1 (stereo not drawn),-4,40,0.3,21,23,8,-8,-1,2
Cc1ncc(C[n+]2csc(CCOC(=O)CC3C4CC5CC(C4)CC3C5)c2C)c(N)n1 (stereo not drawn),5,13,-1.1,6,0,20,-7,0,2
COc1cc(NC(=O)C2CCCCC2)c(OC)cc1NC(=O)c1ccccc1,9,-7,1.6,11,12,0,3,-5,-1
C=CC[C@]12CCc3sccc3C1N(c1ccc(C(=O)OCC)cc1)C2=O (stereo partly drawn),2,10,2.0,5,21,1,-2,-2,-4
Cc1ccnn1CC(=O)N/N=C/c1cn[nH]c1-c1ccc(F)cc1,10,2,1.4,10,7,7,2,-4,2
O=C(CC1Sc2ccccc2NC1=O)Nc1ccccc1[N+](=O)[O-] (stereo not drawn),-13,-3,1.0,3,12,13,-3,1,-1
COc1ccc(/C=N/NC(=O)c2ccc(=O)[nH]n2)cc1OC,15,-1,-1.8,18,12,3,-3,-3,-6
SMILES,TIM10 inh,Mdm2 MdmX PPI,UPR CHOP act,NALP3 yeast inh,tim23-1 inh,tim10-1 inh,APJ agonist,UPR XBP1 act,GRIN3A LBD mod
CC1(C)CC(=O)C(N=Nc2ccc(F)cc2)=C(O)C1,-22,5,3.0,-5,-1,8,-2,0,-2
Cc1nc2c(C#N)c(C)[nH]n2c(=O)c1Cc1ccccc1,4,-6,-1.2,2,11,3,-2,-3,-2
O=S(=O)(c1ccc2oc3ccccc3c2c1)N1CCCC1,9,3,0.0,-1,17,14,-2,-1,-3
N#CCc1ccc(NS(=O)(=O)c2cccs2)cc1,-19,7,0.2,-7,8,7,1,1,1
CC1CN(C(=O)Nc2ccc3c(c2)OCCO3)CC(C)O1 (stereo not drawn),-12,12,1.4,13,18,1,-2,0,-1
O=C(Cc1ccc(Cl)cc1)NCCCNC(=O)c1cccnc1,-2,-27,-1.9,-10,9,15,0,-7,-1
Cc1ccccc1CNC(=O)C(=O)NCC1CCCN1S(=O)(=O)c1cccs1 (stereo not drawn),26,-21,1.1,2,26,14,8,-3,2
Cc1ccc(C(=O)N2CCN(S(=O)(=O)c3ccccc3)CC2)s1,-7,22,-1.0,-1,0,8,-6,-2,-2
Cc1ccc(NNC(=O)c2ccc(Cl)cc2)nn1,2,-8,1.8,5,-10,4,-2,1,-2
C=CCN(C(=O)CNC(=O)c1ccco1)C(C(=O)NC1CCCC1)c1ccc(OC)cc1 (stereo not drawn),-1,8,-0.5,1,10,-6,-1,-2,-3
O=C(c1ccco1)N1CCN(Cc2cc(=O)c(OCc3ccc([N+](=O)[O-])cc3)co2)CC1,-6,3,1.7,19,5,6,-2,-2,3
Cc1nnc(NC(=O)C2CCCN(S(=O)(=O)c3ccccc3C(F)(F)F)C2)s1 (stereo not drawn),-17,0,-1.6,4,1,13,-3,-3,-2
CCCSc1nc2sc3c(c2c(=O)n1CC)CC(C)(C)OC3,3,17,-0.8,-33,25,8,-2,-4,0
CC(=O)Oc1ccc(/C=N\NC(=O)c2cc3c(ccc4ccccc43)o2)cc1,-7,18,1.1,2,-2,-15,8,0,7
CCCCc1nnc(NC(=O)c2ccc3c(=O)n4c(nc3c2)CCC4)s1,0,-12,0.5,-15,0,-1,-3,0,-1
O=C(CSc1cccc[n+]1[O-])Nc1ccc(C(F)(F)F)cc1[N+](=O)[O-],-4,20,-1.0,8,3,3,13,1,1
COc1cc(C(=O)NCC(=O)NC(C)c2ccc(-n3ccnc3)cc2)cc(OC)c1OC (stereo not drawn),7,-8,-1.2,19,21,9,13,-2,1
CCOC(=O)c1cnc(NCc2ccccc2)nc1C,18,-9,5.3,9,29,11,-3,3,4
Cc1ccc(N(C)C(=O)c2cc(S(=O)(=O)N3CCc4ccccc43)cn2C)cc1,15,21,-0.8,-10,23,24,-2,-1,2
CNCc1nc2ccccc2[nH]1,-4,4,-1.4,0,7,-5,0,0,0
O=C1c2ccc(-c3ccc(F)cc3OCc3ccccc3)cc2S(=O)(=O)c2cccc(C(=O)N3CCN(c4ncc(Cl)cc4Cl)CC3)c21,1,11,-1.3,7,-12,8,-3,-3,0
CC(=O)N1CCN(c2ccc(NC(=O)c3ccccc3Br)cc2Cl)CC1,-1,19,-0.4,13,14,18,1,-1,-2
COc1ccc2nc(SC(C)C(=O)NC3CCCCC3)[nH]c2c1 (stereo not drawn),12,13,-0.7,4,2,7,-3,-3,-5
CCC(c1nnc(SCC(=O)Nc2ccc(N3CCOCC3)cc2)n1Cc1ccccc1)N(C)C (stereo not drawn),13,-48,-0.3,6,3,5,1,2,-1
COc1cc2c(cc1NC(=S)NC(=O)/C=C/c1ccco1)oc1ccccc12,12,50*,11,15,4,12,-5,52*,2

# Overlap with the part before: 5 entries; new compounds follow.
SMILES,TIM10 inh,Mdm2 MdmX PPI,UPR CHOP act,NALP3 yeast inh,tim23-1 inh,tim10-1 inh,APJ agonist,UPR XBP1 act,GRIN3A LBD mod
O=C1c2ccc(-c3ccc(F)cc3OCc3ccccc3)cc2S(=O)(=O)c2cccc(C(=O)N3CCN(c4ncc(Cl)cc4Cl)CC3)c21,1,11,-1.3,7,-12,8,-3,-3,0
CC(=O)N1CCN(c2ccc(NC(=O)c3ccccc3Br)cc2Cl)CC1,-1,19,-0.4,13,14,18,1,-1,-2
COc1ccc2nc(SC(C)C(=O)NC3CCCCC3)[nH]c2c1 (stereo not drawn),12,13,-0.7,4,2,7,-3,-3,-5
CCC(c1nnc(SCC(=O)Nc2ccc(N3CCOCC3)cc2)n1Cc1ccccc1)N(C)C (stereo not drawn),13,-48,-0.3,6,3,5,1,2,-1
COc1cc2c(cc1NC(=S)NC(=O)/C=C/c1ccco1)oc1ccccc12,12,50*,11,15,4,12,-5,52*,2
CN1CCc2c(sc(/N=C/c3cc(C(C)(C)C)ccc3O)c2C#N)C1,6,19,5.2,8,28,27,-3,-2,-4
CN(Cc1cn(C)nc1-c1ccc(Oc2ccccc2)cc1)C1CCOC1 (stereo not drawn),-8,-3,0.2,6,-11,-10,0,0,-1
CCOc1cc(C(=O)OCc2cc(=O)n3c(C)csc3n2)ccc1OC,-18,15,-0.6,21,5,-22,3,5,2
CCOC(=O)c1ccc(-c2ccc(/C=N/NC(=O)c3cncc(Br)c3)o2)cc1,-8,-31,1.1,5,6,6,-2,2,6
COc1ccc(C(=O)Oc2cc(/C=N/NS(=O)(=O)c3ccccc3)ccc2OC)cc1,8,28,-0.1,1,31,18,-1,-2,6
Clc1cccc(Cl)c1Cn1cnc(=NCc2ccco2)c2[nH]cnc21,27,10,1.8,-4,29,38,-4,3,-3
O=C1CNC(=O)N1,9,0,-2.3,14,-15,8,3,-6,3
Nn1c(SCC(=O)Nc2ccc(Oc3ccccc3)cc2)nnc1C1CC1,5,0,0.6,7,2,9,-5,3,0
COc1ccc(-n2ncc3c2CC(C)(C)CC3NC(=O)c2ccoc2C)cc1 (stereo not drawn),6,19,-3.0,21,33,29,-8,-4,0
COc1ccc(S(=O)(=O)N2CCCCCC2)cc1C(=O)N(C)Cc1ccc(C)cc1,9,23,0.7,17,28,19,-3,-3,1
CC1Cc2cc(-c3csc(NC(=O)Cc4cccs4)n3)ccc2N1S(C)(=O)=O (stereo not drawn),4,21,6.3,-13,18,14,7,3,-5
O=C(CCc1nnc2n(Cc3ccc(F)cc3)c(=O)c3ccccc3n12)NCCN1CCOCC1,6,14,-0.5,6,4,9,-3,3,0
COc1ccc([N+](=O)[O-])cc1NC(=O)CSCc1ccccc1C,-7,-4,10,31,10,22,2,0,-9
COc1ccc(CCN2CCCn3c2nc2c3c(=O)n(C)c(=O)n2C)cc1OC,16,-5,0.8,21,26,17,1,5,-1
CCc1nnc(NC(=O)c2cccc(OC)c2)s1,-6,-26,0.4,37,1,8,1,-3,-4
CCN(CC)CCNC(=O)Cn1c(-c2ccccn2)nc2ccccc21,-12,-20,-1.9,4,-15,14,-3,-2,5
Cc1cccc(C)c1N(CC(=O)NCc1ccccc1)C(=O)c1csnn1,-9,-18,1.7,-3,24,4,2,3,-1
CN(CCc1ccccn1)C(=O)CN(C)S(=O)(=O)c1ccc2c(c1)c(=O)n(C)c(=O)n2C,-12,-2,-0.3,7,15,9,-1,0,-1
COc1cc(C)c(CN2CCSCC2)cc1C,-7,-39,1.4,19,18,-3,-1,0,-1
